# Bioassay records: PubChem, The Scripps Research Institute Molecular Screening Center
# GSTO1 counter: blocks human GSTO1 in RBBP9 counter-screen; P78417; 1.1% of 300,000 active; AID 1974; inhibition, % at 5.96 µM; recombinant GSTO1, activity-based probe fluorescence polarization;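 active = inhibition above the campaign mean inhibition plus 3 SD, cut at about 35% in these data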;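 also: 0% = GSTO1-1 with DMSO and 100% = wells lacking GSTO1-1 enzyme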
# PAD4 inh: inhibitors of human PAD4 | Q9UM07 | recombinant PAD4, RCA probe fluorescence polarization | inhibition, % at 6.36 µM | 0.41% of 330,000 active | AID 485272;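 active = percent inhibition above a cutoff equal to the mean of all tested compounds plus 3 SD, cut at about 15% in these data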;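 also: 0% = PAD4 with RCA probe and DMSO and 100% = probe without PAD4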
# Target sequence (Q9UM07 whole entry, looked up): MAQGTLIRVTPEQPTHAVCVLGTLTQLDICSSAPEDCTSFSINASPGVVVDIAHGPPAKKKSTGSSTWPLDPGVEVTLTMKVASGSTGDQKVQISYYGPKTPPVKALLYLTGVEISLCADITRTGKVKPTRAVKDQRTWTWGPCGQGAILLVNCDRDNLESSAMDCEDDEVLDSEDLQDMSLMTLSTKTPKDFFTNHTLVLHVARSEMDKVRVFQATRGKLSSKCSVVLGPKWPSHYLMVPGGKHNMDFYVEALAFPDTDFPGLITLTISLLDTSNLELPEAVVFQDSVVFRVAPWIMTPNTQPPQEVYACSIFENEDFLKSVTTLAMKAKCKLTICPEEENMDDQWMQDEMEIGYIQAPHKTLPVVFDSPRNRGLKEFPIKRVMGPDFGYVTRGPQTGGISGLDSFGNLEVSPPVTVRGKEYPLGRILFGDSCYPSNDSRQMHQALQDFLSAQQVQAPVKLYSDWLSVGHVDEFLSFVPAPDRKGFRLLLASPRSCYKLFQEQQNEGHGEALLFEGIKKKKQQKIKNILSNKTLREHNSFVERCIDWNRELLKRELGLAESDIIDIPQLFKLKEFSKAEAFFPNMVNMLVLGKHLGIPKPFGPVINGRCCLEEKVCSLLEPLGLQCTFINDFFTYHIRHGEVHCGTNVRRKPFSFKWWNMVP
# LYPLA2 inh: blocks human lysophospholipase 2, a PME1 counter-screen; inhibition, % at 5.9 µM; 0.38% of 320,000 active; O95372; recombinant LYPLA2, FP-Rh probe fluorescence polarization; AID 2177;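 active = inhibition above the screen-wide mean plus 3 SD, limit set per campaign, cut at about 26% in these data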;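 also: 0% = LYPLA2 with DMSO and 100% = wells lacking LYPLA2 enzyme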
# PREPL inh: inhibits the human prolyl oligopeptidase-like enzyme; Q4J6C6; recombinant PREPL, fluorescence polarization activity-based probe; inhibition, % at 5.96 µM; 0.68% of 320,000 active; in the data active = inhibition above about 43%;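 also: 0% = enzyme with DMSO and 100% = wells lacking enzyme; many of its hits are not listed in these tables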
# pPAFAH inh: inhibitors of human plasma PAF acetylhydrolase (pPAFAH); inhibition, % at 3.39 µM; recombinant pPAFAH, FP-rhodamine probe fluorescence polarization; 1.5% of 330,000 active; Q13093; AID 463082;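 active = inhibition above the mean inhibition across the screen plus 3 SD, cut at about 25% in these data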;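 also: inhibitors block binding of the rhodamine activity-based probe so polarization drops; 0% = enzyme with DMSO and 100% = wells lacking pPAFAH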
# LYPLA1 counter: LYPLA1 (human) inhibition in PME1 counter-screen. inhibition, % at 5.9 µM. 0.16% of 320,000 active. recombinant LYPLA1, FP-Rh probe fluorescence polarization. O75608;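 active = inhibition above the mean of all tested compounds plus 3 SD, set per campaign, cut at about 14% in these data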;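 also: inhibitors block serine hydrolase probe labeling of LYPLA1 so polarization falls; 0% = enzyme with DMSO and 100% = wells lacking LYPLA1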
# Target sequence (O75608 whole entry, looked up): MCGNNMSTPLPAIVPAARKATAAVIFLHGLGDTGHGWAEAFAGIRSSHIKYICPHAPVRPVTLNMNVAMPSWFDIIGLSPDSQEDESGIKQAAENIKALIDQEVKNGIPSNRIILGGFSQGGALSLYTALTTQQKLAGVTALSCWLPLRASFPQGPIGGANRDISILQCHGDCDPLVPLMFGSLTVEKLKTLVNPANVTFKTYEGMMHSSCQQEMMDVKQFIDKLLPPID
# PAFAH1B2 FP inh: PAFAH1B2 (human) inhibition; AID 492953; 1.2% of 340,000 active; P68402; recombinant PAFAH1B2, FP-rhodamine activity probe, fluorescence polarization; inhibition, % at 3.39 µM;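 active = inhibition above the mean of all tested compounds plus 3 SD, cut at about 24% in these data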;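 also: 0% = enzyme with DMSO and 100% = wells lacking PAFAH1B2; many of its hits are not listed in these tables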
# PME-1 primary: PME-1 (human) inhibition; recombinant PME-1, FP-Rh probe fluorescence polarization; Q9Y570; 0.53% of 320,000 active; inhibition, % at 5.9 µM;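 active = inhibition above the campaign mean of all compounds plus 3 SD, cut at about 26% in these data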;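 also: competitive labeling of PME-1 active site by serine hydrolase directed probe; 0% = PME-1 with DMSO and 100% = wells lacking PME-1 enzyme; inhibitors block probe labeling so polarization falls and inhibition rises; many of its hits are not listed in these tables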
# PAFAH1B3 FP inh: blocks human PAF acetylhydrolase 1B catalytic subunit 3; Q15102; 0.28% of 340,000 active; inhibition, % at 3.39 µM; recombinant PAFAH1B3, FP-rhodamine probe, fluorescence polarization; AID 492972;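 active = inhibition above the screen-wide average of all tested compounds plus 3 SD, cut at about 25% in these data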;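 also: 0% = enzyme with DMSO only and 100% = wells lacking PAFAH1B3 protein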
# * marks the source's active call; other numbers are inactive results; x = no result given. Not all compounds are listed; rates above refer to the full screens.
SMILES,GSTO1 counter,PAD4 inh,LYPLA2 inh,PREPL inh,pPAFAH inh,LYPLA1 counter,PAFAH1B2 FP inh,PME-1 primary,PAFAH1B3 FP inh
Nc1ncnc2c1ncn2C1CCC(CO)C(O)C1 (stereo unspecified),3,-1,8,18,1,2,2,0,-1
Cc1cc(Nc2ccccc2)c2c([N+](=O)[O-])ccc(C)c2n1,2,-13,7,4,5,-2,6,4,8
COc1ccc(NC(=S)N2c3ccccc3CC2C)cc1OC (stereo unspecified),-2,-1,-5,18,10,-2,5,0,2
O=C(N1CCN(c2cccc(Cl)c2)CC1)C1(S(=O)(=O)c2ccc(Cl)cc2)CC1,0,0,4,-49,1,-6,-2,0,1
CCCOC1CCCN(C(=O)c2ccc(OC3CCN(C(=O)COC)CC3)cc2)C1 (stereo unspecified),-4,-3,0,14,0,2,1,5,8
Cc1ccc(C(=O)Nc2ncnc3sc4c(c23)CCCCC4)cc1,2,1,2,-6,5,-3,6,-2,12
COc1ccccc1N(CC(=O)NCc1ccccc1)C(=O)CCC(=O)Nc1ccccn1,4,0,3,3,3,-4,-1,3,-4
O=C(N/N=C/c1ccc(OCC2COCCO2)cc1)c1ccc(Br)cc1 (stereo unspecified),-8,0,18,14,-1,-5,-4,-4,-5
CCOC(=O)c1c(NC(=O)COC(=O)c2ccc(O)cc2)sc(C(=O)N(C)C)c1C,-1,-1,-6,-13,7,-3,-6,-9,-1
Cc1ccc(-n2c(CSc3nc(C)cc(C)n3)nnc2SCC(=O)NCc2ccco2)cc1,-5,-2,9,15,7,-1,-4,-2,-1
COc1ccc(Cl)cc1NC(=O)NC1CCCCC1,2,0,4,21,2,4,6,3,3
CS(=O)(=O)N1CCN(c2ccc([N+](=O)[O-])c(N3CCOCC3)c2)CC1,3,-4,-1,-7,-4,4,0,0,5
O=C(COC(=O)c1cc[n+]([O-])cc1)Nc1cccc(Cl)c1Cl,7,-3,4,11,0,4,10,-3,4
CCOC(=O)NC(=O)c1cn(-c2ccc(OC)cc2)c(=O)[nH]c1=O,4,2,3,1,4,-1,-1,-7,5
COc1ccc(CCNC(=O)C2CC(=O)N(c3ccc(F)cc3)C2)cc1OC (stereo unspecified),-3,-1,4,-8,1,3,7,-2,11
O=S(=O)(CCc1ccncc1)c1ccc(Cl)cc1,2,2,-2,1,1,-4,4,6,6
CCCS(=O)(=O)N1CCCC(C(=O)c2cccc(Cl)c2)C1 (stereo unspecified),-3,-5,5,-4,6,1,0,2,3
CC(=O)Nc1ccc(S(=O)(=O)N[C@@H](C)C(=O)Nc2ccc(N3CCOCC3)cc2)cc1,6,-1,1,8,1,1,4,-2,-1
Cc1ccc(C(C)C)c(OCC(O)CN2CCN(CCO)CC2)c1 (stereo unspecified),-2,-3,4,-8,-1,-1,0,2,5
CCOc1ccc(NC(=S)NC(=O)/C=C/c2ccc(Br)cc2)c([N+](=O)[O-])c1,-6,-1,-3,-14,13,0,-1,6,0
O=C(Nc1ccccc1F)c1ccc(Br)o1,1,0,3,-11,-1,1,2,1,3
CC(=O)NC1C(=O)N=C(SCc2ccccc2)NC1=O (stereo unspecified),9,-4,-5,6,-4,-4,12,-2,3
COc1cc(OC)c(OC)cc1/C=N/NC(=O)c1ccc2nc[nH]c2c1,-10,16*,2,-3,2,-2,0,-4,0
Cn1c(CO)cnc1SCC(=O)c1ccc(F)cc1,3,-1,-4,9,1,-3,3,3,2
CN(CC(=O)Nc1ccccc1F)CC(=O)Nc1ccccc1Br,1,-4,2,-27,2,5,2,-1,3
Cc1ccccc1OCC(=O)NCCNC(=O)c1ccncc1,-4,-7,-4,-10,-9,-1,2,-7,-2
[N-]=[N+]=CC(=O)C(c1ccccc1)(c1ccccc1)c1ccccc1,-5,1,3,1,2,-3,1,-1,4
C[C@H](NC(=O)NCc1ccc(F)cc1)C(=O)O,14,-6,1,-2,-5,-3,12,-9,0
O=C(Nc1ccc(Cl)c(C(F)(F)F)c1)c1ccco1,-9,-2,-3,-5,2,-17,4,-4,11
COCCn1c(SC(C)C(=O)Nc2ccc(Cl)cn2)nnc1-c1ccncc1 (stereo unspecified),0,-8,-1,2,-6,-1,-2,-12,6

# With a hit mark in PAD4 inh, among the entries above:
Molecule	PAD4 inh	PREPL inh	pPAFAH inh	PAFAH1B2 FP inh	PME-1 primary	PAFAH1B3 FP inh
COc1cc(OC)c(OC)cc1/C=N/NC(=O)c1ccc2nc[nH]c2c1	16*	-3	2	0	-4	0

# Back to the main list, starting four compounds before the break.
SMILES,GSTO1 counter,PAD4 inh,LYPLA2 inh,PREPL inh,pPAFAH inh,LYPLA1 counter,PAFAH1B2 FP inh,PME-1 primary,PAFAH1B3 FP inh
[N-]=[N+]=CC(=O)C(c1ccccc1)(c1ccccc1)c1ccccc1,-5,1,3,1,2,-3,1,-1,4
C[C@H](NC(=O)NCc1ccc(F)cc1)C(=O)O,14,-6,1,-2,-5,-3,12,-9,0
O=C(Nc1ccc(Cl)c(C(F)(F)F)c1)c1ccco1,-9,-2,-3,-5,2,-17,4,-4,11
COCCn1c(SC(C)C(=O)Nc2ccc(Cl)cn2)nnc1-c1ccncc1 (stereo unspecified),0,-8,-1,2,-6,-1,-2,-12,6
CCOC(=O)C1(CCCc2ccccc2)CCN(Cc2cnc(C)s2)CC1,2,-4,5,-9,4,-1,1,-3,-5
CCOC(=O)C(C)/C(C)=N\Nc1ccc([N+](=O)[O-])cc1[N+](=O)[O-] (stereo unspecified),12,-8,9,16,5,-4,1,4,6
Cc1ccc(S(=O)(=O)N2[C@@H](c3cccc(C)c3)C(C(=O)O)=C[C@H]2C(C)(C)C)cc1,x,-2,x,5,1,x,31*,x,0
CC(C)Nc1nc2cccnc2s1,12,0,5,4,1,4,6,6,-2
COc1ccc(-c2nc(CS(=O)(=O)CC(=O)NCc3ccc4c(c3)OCO4)c(C)o2)cc1,-12,-3,1,-2,-2,-1,-3,-6,12
Cc1cc(C)n(CC(C)NCc2cn[nH]c2-c2cccc3ccccc23)n1 (stereo unspecified),-6,0,6,36,-1,-4,2,-2,4
CCCOCCOC(=O)C1=C(C)NC(=O)NC1c1cc(Cl)c(O)c(OC)c1 (stereo unspecified),0,1,7,15,-1,0,2,5,3
CC(C)(C)CC(=O)Nc1nnc(C(F)(F)F)s1,1,4,5,21,7,-2,4,0,1
C[C@H](NC(=O)[C@H]1N2C(=O)c3ccccc3C2SC1(C)C)C(=O)N1CCC[C@H]1CO (stereo partly specified),1,-1,-3,-3,1,4,1,1,2
O=C(NCCN1CCCCC1)c1cc(OCC(F)(F)F)ccc1OCC(F)(F)F,-1,1,4,1,2,2,0,-2,8
C#CC(C)(C)NC(=O)c1sccc1Oc1ccc(F)cc1[N+](=O)[O-],-3,-8,6,-9,0,2,2,-2,0
Cc1c(Cl)cccc1NC(=S)N1CCc2ccccc2C1,0,-2,7,-8,-2,-4,3,-1,-8
Cc1ccccc1-c1noc(CCC(=O)NCCc2ccccc2)n1,-2,-4,0,-21,7,-1,7,3,5
COc1ccccc1CC(=O)Nc1ccc2[nH]ncc2c1,4,2,0,-13,1,-1,0,0,11
COc1ccccc1CNC(=O)CN1C(=O)NC(C)(c2ccc(C(C)(C)C)cc2)C1=O (stereo unspecified),-8,-2,4,-9,12,3,8,-1,0
CN(C)C(=O)CSc1nc2cc(S(=O)(=O)N3CCOCC3)ccc2o1,x,4,x,-2,8,x,7,x,8
CC(C)(C)NC(=O)C(c1ccccn1)N(C(=O)C1CSC(=O)C1)c1cccc(F)c1 (stereo unspecified),0,2,15,12,0,3,4,0,6
CC(NC(=O)Cc1ccccc1)C(c1ccccc1)N1CCOCC1 (stereo unspecified),0,0,2,4,0,-2,5,-2,-3
N#C/C(=C\c1cn(CCOc2ccccc2F)c2ccccc12)C(=O)NCc1cccs1,-2,-2,-11,2,-2,-6,4,-9,5

# Arranged by the number under pPAFAH inh (low to high): some entries from above.
canonical_smiles | PAD4 inh | PREPL inh | pPAFAH inh | PAFAH1B2 FP inh | PME-1 primary | PAFAH1B3 FP inh
Cc1c(Cl)cccc1NC(=S)N1CCc2ccccc2C1 | -2 | -8 | -2 | 3 | -1 | -8
CCCOCCOC(=O)C1=C(C)NC(=O)NC1c1cc(Cl)c(O)c(OC)c1 (stereo unspecified) | 1 | 15 | -1 | 2 | 5 | 3
CC(NC(=O)Cc1ccccc1)C(c1ccccc1)N1CCOCC1 (stereo unspecified) | 0 | 4 | 0 | 5 | -2 | -3
COc1ccccc1CC(=O)Nc1ccc2[nH]ncc2c1 | 2 | -13 | 1 | 0 | 0 | 11
O=C(NCCN1CCCCC1)c1cc(OCC(F)(F)F)ccc1OCC(F)(F)F | 1 | 1 | 2 | 0 | -2 | 8
Cc1ccccc1-c1noc(CCC(=O)NCCc2ccccc2)n1 | -4 | -21 | 7 | 7 | 3 | 5
CN(C)C(=O)CSc1nc2cc(S(=O)(=O)N3CCOCC3)ccc2o1 | 4 | -2 | 8 | 7 | x | 8

# Copied from the list.
# Value for COc1ccc(-c2nc(CS(=O)(=O)CC(=O)NCc3ccc4c(c3)OCO4)c(C)o2)cc1 in pPAFAH inh: -2
# Value for CCCOC1CCCN(C(=O)c2ccc(OC3CCN(C(=O)COC)CC3)cc2)C1 (stereo unspecified) in LYPLA1 counter: 2
